UDG counterscr = Primary qHTS assay for inhibitors of Activation Induced Cytidine Deaminase (AID): UDG Counterscreen signal | FRET deamination/UDG coupled assay, UDG read, 4 h | Potency, µM (series often up to 115 µM), for the others: at the top dose activity change, negative = inhibition, hits mostly inhibitors | actives 0.14% (n = 91,000) | AID 1347430, 2020; also: nearly all actives have a fitted effect of over 65% in size
AID inh = Primary qHTS assay for inhibitors of Activation Induced Cytidine Deaminase (AID): AID signal; Single-stranded DNA cytosine deaminase (Homo sapiens), Q9GZX7; AID deamination FRET fluorescence, UDG-coupled, 4 h; Potency, µM (highest dose often 115 µM), for the others: at the highest dose activity change, negative = inhibition, usual class: inhibitors; actives 0.32% (n = 91,000); AID 1347428, 2020; also: nearly all actives have a fitted effect of over 25% in size
Target sequence (Q9GZX7 whole entry, looked up): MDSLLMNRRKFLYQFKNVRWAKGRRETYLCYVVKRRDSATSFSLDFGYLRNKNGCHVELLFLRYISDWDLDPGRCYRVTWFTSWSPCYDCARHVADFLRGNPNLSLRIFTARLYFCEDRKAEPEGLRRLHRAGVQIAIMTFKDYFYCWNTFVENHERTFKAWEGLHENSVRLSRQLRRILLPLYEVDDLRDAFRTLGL
* hit, by the source's call; ? = inconclusive; [ ] = another dose, or the depositor's remark. Calls follow the shape of the dose curve; as a rule, active = well fitted curve in the direction sought with a large enough effect; inconclusive = small, poorly fitted or top-dose-only effect, or another doubt; inactive = no such curve, though single readings can be large; an effect the other way counts as inactive or inconclusive. % is scaled to controls: 0 for no effect and ±100 for the full control effect; potency is read from the fitted curve at half-maximal effect. Some of the compounds tested. The share of hits here may be higher or lower than overall.

Values run as follows: UDG counterscr, AID inh
N#Cc1cccc(NC(=O)CCSCc2ccccn2)c1
→ -1.2%, -0.4%
COCCCN(C)Cc1sccc1C
→ 10.8%, 4.1%
O=C(CSc1nc2ccccc2o1)Nc1ccc(O)cc1
→ 6.2%, -3.3%
Cc1cc(C(=O)CSc2nnc(COc3ccccc3)n2CCC(C)C)c(C)n1Cc1ccc(F)cc1
→ -3.2%, -14.1%
O=C(NCCc1csc(-c2ccc(F)cc2)n1)c1cccs1
→ 35.2%[activator], -18.0%
Cc1cc(C)cc(NC(=O)c2cc(CN3CCCC3)on2)c1
→ 3.7%, 15.4%
O=C(NCCCCNC(=O)C(c1ccccc1)c1ccccc1)C(c1ccccc1)c1ccccc1
→ 0.8%, -0.8%
Cc1ccc(CNC(=O)CSc2n[nH]c(-c3ccc(F)cc3)n2)cc1
→ -9.4%, -2.0%
O=C1c2ccccc2S(=O)(=O)N1Cc1nc(-c2cccc(Br)c2)cs1
→ 4.0%, -1.8%
CC(=O)c1cccc(NC(=O)Cn2c(=O)oc3cc(S(=O)(=O)NC4CCCC4)ccc32)c1
→ 50.3%[activator], 0.1%
COc1cc(C2CC(=O)Nc3c2ncn3-c2cccc(C(F)(F)F)c2)cc2c1OCO2 (centres undefined)
→ -9.2%, 6.9%
COc1ccccc1NC(=O)Cn1c(=O)n(Cc2ccccc2)c(=O)c2sc3ccccc3c21
→ 1.6%, 23.3%
NC(Cc1c[nH]c2ccccc12)C(=O)O (centres undefined)
→ -3.6%, 13.7%
CCn1c(=O)cc(OCC(=O)N2CCN(c3ccccc3OC)CC2)c2ccccc21
→ -4.9%, -0.2%
c1ccc(-c2ccc(CNCCCn3ccnc3)cc2)cc1
→ 7.6%, 2.0%
CCc1ccc(-n2c(=O)c3c4c(sc3n(Cc3ccc(C)cc3)c2=O)CCC4)cc1
→ -10.6%, 18.2%
CC(C)c1nn2c(=O)cc(COC(=O)c3ccco3)nc2s1
→ -4.2%, 4.2%
CC(=O)c1ccc(NS(=O)(=O)c2ccc(C)cc2)cc1
→ -9.4%, -5.0%
C/C(=N/Nc1ccc(C(F)(F)F)cn1)c1ccc([N+](=O)[O-])cc1
→ 2.1%, -0.5%
Fc1ccc(-n2ncc3c(Nc4ccc(Oc5ccc(Cl)cc5)cc4)ncnc32)cc1
→ 3.8%, -2.2%
Cc1ccc2sc(N(CCCN(C)C)C(=O)c3ccco3)nc2c1C
→ -15.5%, ?
CCOC(=O)C1CCN(C(=O)c2ccc3c(=O)n4nc(Nc5cc(C)ccc5C)sc4nc3c2)CC1
→ -1.1%, ?
CCCn1c(=O)sc2cc(NC(=O)c3ccccc3OCC)ccc21
→ -3.6%, 2.4%
CC(Oc1ccccc1)c1nc(-c2ccc(Br)cc2)no1 (centres undefined)
→ -7.5%, -5.1%
CC1CCC(NC(=O)c2cc(-c3ccncc3)nc3ccccc23)CC1 (centres undefined)
→ 0.5%, 2.8%
Cc1cc(C)c2oc(C(=O)Nc3ncc(Cc4ccccc4)s3)cc(=O)c2c1
→ -3.0%, -14.7%
CC(C)Cc1noc(CSc2cc(C(N)=O)c3ccccc3n2)n1
→ 0.2%, -6.7%
CCOC(=O)c1ccc(N2C(=O)c3n[nH]c(-c4ccco4)c3C2c2cccc(OC)c2)cc1 (centres undefined)
→ -6.8%, -27.1%
COc1ccc2cc(CNC(=O)C(C)C)ccc2c1
→ -1.4%, 1.8%
CCC(C(=O)Nc1ccc(C(=O)OC)cc1)n1nc(-c2ccc(C)c(C)c2)ccc1=O (centres undefined)
→ -9.4%, -4.9%
Cc1[nH]c2ccccc2c1C(=O)C(=O)NC1CC(=O)N(c2cccc(F)c2)C1 (centres undefined)
→ 0.1%, 2.3%
Cc1cc(SCC(=O)NC(=O)NC2CC2)nc2ccccc12
→ -2.0%, 4.1%
Cc1cc(C)nc(N/N=C/c2ccc([N+](=O)[O-])cc2)n1
→ -3.9%, 7.4%
Cc1noc(-c2ccc(-c3noc(-c4ccc([N+](=O)[O-])c(C)c4)n3)cc2)n1
→ -2.2%[57.5 µM], -4.8%[57.5 µM]
CCCCOc1cccc(C(=O)Nc2ccc3oc(-c4ccncc4)nc3c2)c1
→ 17.3%, 14.3%
COc1ccc(-c2csc(N3N=C(C)CC3c3cccc(OC)c3OC)n2)cc1 (centres undefined)
→ 0.0%, -14.6%
CN(C(=O)COC(=O)c1ccccc1-c1nc2ccccc2s1)C1CCCCC1
→ 38.1%[activator], -11.3%
COc1cc(-c2nnc(SCC(=O)N3CCCc4ccccc43)o2)cc(OC)c1OC
→ -4.0%, ?
Cc1ccccc1COc1ccccc1C(=O)O
→ -3.6%, -0.8%
Cc1cccc(N2CCN(C(=O)Cn3ncc4c5ccccc5n(C)c4c3=O)CC2C)c1 (centres undefined)
→ -12.9%[57.5 µM], 6.6%
CCOC(=O)N1CCc2c(sc3c2c(=O)n(CCc2ccccc2)c(=O)n3Cc2c(F)cccc2Cl)C1
→ -3.6%[57.5 µM], 0.6%
CCN1CCN(c2cc(C)c3cc(NC(=O)c4cc(Cl)ccc4OC)ccc3n2)CC1
→ -14.7%, 40.6%[activator]
Cc1ccc(C)c(NC(=O)Cn2c(=O)n(-c3ccccc3C)c(=O)c3c2c2cc(C)ccc2n3C)c1
→ -14.2%, -24.0%
O=C(Nc1ccc(F)c(Cl)c1)N1CC=C(c2c[nH]c3ccccc23)CC1
→ 55.6%[activator], 8.7%
COc1ccc(CNC(=O)Cn2nnc(-c3ccc(S(C)(=O)=O)cc3)n2)cc1
→ -6.7%, 7.4%
Cc1ccc(CCNC(=O)CCCn2nc(C)c3c(C)n(-c4ccccc4)nc3c2=O)cc1
→ 62.2%[activator], -15.3%
CC(C)(C)C(=O)Cn1c(=O)n(-c2ccc(Cl)c(Cl)c2)c(=O)c2c3c(sc21)CCCC3
→ -25.2%, ?
COc1cc(OC)c(NC(=O)Cc2c(C(=O)O)c(C)cn2C)cc1Cl
→ 0.5%, -6.3%
COC(=O)C1C(=O)CC(C)(O)C(C(=O)OC)C1c1ccc(C(C)C)cc1 (centres undefined)
→ 8.6%, 13.1%
Cc1ccc(S(=O)(=O)[C@H]2CS(=O)(=O)C[C@@H]2NC(C)C)cc1
→ -2.1%, 2.7%

Other records
Values run as follows: UDG counterscr, AID inh
COC(=O)c1cc(NC(=O)CCc2c(C)nc3nc(C)nn3c2C)cc(C(=O)OC)c1
→ -10.4%, 3.1%
Cc1cccc(C)c1NC(=O)CSCc1cnn(-c2ccccc2)c1-n1cccc1
→ -6.0%[57.5 µM], -15.2%
CC1=C(C(N)=O)C(c2cccc(C)c2)n2nc(-c3cccc(C)c3)nc2N1 (centres undefined)
→ 2.9%, 3.3%
Cc1ccc(CCNC(=O)C(C)n2nc(C)c3c(C)n(-c4ccc(C)cc4)nc3c2=O)cc1 (centres undefined)
→ -5.0%, -27.3%
CC(C(=O)Nc1ccc(F)c(F)c1)N1CCC(C(=O)NCc2ccccc2)CC1 (centres undefined)
→ -0.5%, -2.1%
CCOc1ccc(NS(=O)(=O)c2ccc3[nH]cc(C(=O)NCCOC)c(=O)c3c2)cc1
→ -8.9%[57.5 µM], -0.8%
CCc1cccc(NC(=O)Cn2c(=O)ccc3cc(S(=O)(=O)N4CCC(C)CC4)ccc32)c1
→ -8.7%, 157.2%[activator]
CN(CCCN)C1CCCCC1
→ -2.0%, 4.0%
Cc1ccc2c(c1C)NC(C)CC2C (centres undefined)
→ 3.7%, -0.6%
Cn1c(=O)n(CCC(=O)NCc2nnc3n2CCC3)c2ccccc21
→ 7.3%, 3.8%
COc1ccc(C(=O)c2c(N)c(-c3nc(-c4ccc5c(c4)OCO5)cs3)c3ccccn23)cc1
→ ?, 63.2%[activator]
O=C(CN1C(=O)CSc2ccc(S(=O)(=O)N3CCCCC3)cc21)NCc1ccc(F)cc1Cl
→ -9.5%, ?
Cc1ccccc1-c1nnc(CN2CCN(c3ccccn3)CC2)o1
→ -8.6%, -11.3%
COc1ccc(CC(=O)NO)cc1OC
→ 5.4%, 3.2%
Cc1nn(C(C)C(=O)NCc2ccco2)c(=O)c2c1sc1ccccc12 (centres undefined)
→ -3.1%, -11.5%
Cn1c(Oc2ccc3c(c2)OCO3)nc2c1c(=O)n(Cc1ccccc1)c(=O)n2C
→ -2.6%, -3.4%
COc1cc(/C=C/C(=O)O)c(Br)cc1OCCc1ccccc1
→ 0.3%, -17.3%
Cc1ccccc1NC(=O)CSC1=Nc2ccccc2C2=NC(CCC(=O)NCc3ccccc3)C(=O)N12 (centres undefined)
→ -4.7%, 22.6%
Nc1nc(Cl)nc2c1ncn2[C@@H]1O[C@H](CO)[C@@H](O)[C@H]1O
→ 2.5%, -5.1%
COc1cc(/C=C/c2nc3cc(Cl)ccc3c(=O)n2-c2cccc(C(F)(F)F)c2)cc(OC)c1OC
→ 0.0%, -21.3%
COc1ccc(-c2cnc(CCC(=O)N3CCS(=O)CC3)o2)cc1
→ -1.3%, -4.3%
COc1ccc(CNC(=O)c2ccc(CNS(=O)(=O)c3ccc(OC)cc3)cc2)cc1
→ 1.9%, 18.2%
CCOc1ccc(CNC(=O)Cn2cc3c(n2)-c2c(oc(C(=O)N4CCCC4)c2C)CC3)cc1
→ ?, -27.5%
O=C(CCn1cnnn1)Nc1cc(C(F)(F)F)cc(C(F)(F)F)c1
→ -3.9%, -11.3%
Fc1ccc([C@@H]2CCNC[C@H]2COc2ccc3c(c2)OCO3)cc1
→ -2.6%, -4.9%
CC(O)CN(c1ccccc1)S(=O)(=O)c1cc(C(=O)O)cc2c1CCC2 (centres undefined)
→ 3.9%, -2.0%
CCOc1ccc(CN(C)C(=O)Cn2cnc3c(cnn3C)c2=O)cc1OC
→ 3.7%, 1.7%
Cc1ccccc1N(C)C(=O)c1noc2c1COc1ccccc1-2
→ -10.3%[57.5 µM], 10.6%
CC1CS(=O)(=O)N(c2ccc(S(=O)(=O)NCc3ccc(Cl)cc3)cc2)C1=O (centres undefined)
→ -0.7%, 5.0%
COc1ccc(NC(=O)Nc2sc3nc4n(c(=O)c3c2C)CCC(C)CC4)cc1OC (centres undefined)
→ -20.0%, -8.2%

In another format: entries from further up.
COc1ccccc1NC(=O)Cn1c(=O)n(Cc2ccccc2)c(=O)c2sc3ccccc3c21
  UDG counterscr = 1.6%	AID inh = 23.3%

CCOC(=O)N1CCc2c(sc3c2c(=O)n(CCc2ccccc2)c(=O)n3Cc2c(F)cccc2Cl)C1
  UDG counterscr = -3.6%[57.5 µM]	AID inh = 0.6%

COc1ccc(CC(=O)NO)cc1OC
  UDG counterscr = 5.4%	AID inh = 3.2%

COc1ccc(CNC(=O)c2ccc(CNS(=O)(=O)c3ccc(OC)cc3)cc2)cc1
  UDG counterscr = 1.9%	AID inh = 18.2%

Next part.
Values run as follows: UDG counterscr, AID inh
COCCNC(=O)c1cc2cc(S(=O)(=O)N3CCCCC3)ccc2n1C
→ -7.7%, -7.0%
CC(C)c1nnc(Sc2nc(C(F)(F)F)nc3ccccc23)n1C1CC1
→ -1.3%, -13.1%
O=C(NC(c1ccccc1)c1ccccc1)c1cc2ccccc2oc1=O
→ 5.7%, -2.3%
CSc1cccc(NC(=O)c2ccc3c(c2)OCC(=O)N3)c1
→ 0.3%, -1.3%
Cn1c(=O)c2c(ncn2CCOCCOc2ccccc2)n(C)c1=O
→ 2.3%, 2.1%
COc1ccc(C)cc1NC(=O)C(CCSC)NS(=O)(=O)c1ccc2c(c1)oc(=O)n2C (centres undefined)
→ 33.6%[activator], 7.3%
Cc1ccc2c(C)c(C(=O)N(Cc3ccc(Cl)cc3)C3CCS(=O)(=O)C3)oc2c1 (centres undefined)
→ -18.3%, ?
Cc1cc(=O)oc2cc(OCC(=O)N3CCc4sccc4C3c3ccccc3)ccc12 (centres undefined)
→ -3.1%, -12.4%
CCCCCC(C)NS(=O)(=O)Cc1ccc([N+](=O)[O-])cc1 (centres undefined)
→ -9.5%, -8.1%
C=CCNC(=S)NNC(=O)Nc1ccccc1
→ -1.3%, -5.2%
Cc1ccccc1C(=O)Nc1nnc(S(=O)(=O)N2CCCc3ccccc32)s1
→ 9.8%, 85.6%[activator]
COc1ccc2oc(=O)c(-c3nc(-c4cc(OC)c(OC)c(OC)c4)no3)cc2c1
→ 1.6%, -0.3%
O=C(NC1CCCc2ccccc21)c1ccc2c(Cl)c3c(nc2c1)CCCC3 (centres undefined)
→ -6.5%, -10.0%
COc1ccccc1CN1CCN(C2CCN(C(=O)NC(C)C)CC2)C(=O)C1=O
→ 9.4%, 6.4%
O=S(=O)(NCC(c1ccco1)N1CCN(c2ccccc2)CC1)c1ccccc1 (centres undefined)
→ -6.3%[57.5 µM], 4.2%
COc1ccc(OC)c(CNS(=O)(=O)c2cc(-c3onc(C)c3C)ccc2C)c1
→ -3.1%, -21.2%
Cc1nn(-c2ccccc2)c(C)c1CN(C)S(=O)(=O)c1ccc(F)cc1
→ -3.9%, -7.0%
Clc1cccc(CSc2nc(CN3CCOCC3)nc3ccccc23)c1
→ -4.1%, -16.9%
O=C(NN=C1CCCCC1)c1cc(-c2cccs2)nc2ccccc12
→ -3.3%, -1.8%

Screening results: PubChem BioAssay, National Center for Advancing Translational Sciences (NCATS)
